NS3 helicase inh – inhibitors of Hepatitis C virus NS3 helicase; AID 1800; actives 0.56% (n = 290,000); inhibition, % at 10.9 µM; NS3 helicase DNA unwinding, Cy5 molecular beacon fluorescence;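 active = inhibition above the mean of all tested compounds plus 3 SD, set per campaign, cut at about 35% in these data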;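 note: 0% = DMSO wells and 100% = thioflavine S control wells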
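Compound dosing – single dose, 10.9 µM nominal final, DMSO 0.8% final · System – NS3 helicase fragment of HCV · Buffer or medium – MOPS pH 6.5, MgCl2, DTT, Tween20, BSA · Signal – Cy5 beacon fluorescence read at start and 1 h · Also added – annealed dual-labelled DNA beacon duplex, ATP-started · Schedule – 1 h at 25 °C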
VIM-2 inh – blocks Pseudomonas aeruginosa VIM-2 metallo-beta-lactamase. purified VIM-2, nitrocefin hydrolysis, epi-absorbance fluorescence. inhibition, % at 5.6 µM. actives 0.89% (n = 290,000);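 active = inhibition above the mean of all tested compounds plus 3 SD, cutoff set per screening run, cut at about 7.5% in these data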;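 note: red hydrolysis product quenches plate fluorescence so inhibitors raise well fluorescence; 0% = enzyme with DMSO and 100% = DMSO without enzyme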
IMP-1 inhibitor – blocks Pseudomonas aeruginosa IMP-1 metallo-beta-lactamase. actives 0.45% (n = 290,000). AID 1556. inhibition, % at 5.6 µM. purified IMP-1, nitrocefin hydrolysis, epi-absorbance fluorescence;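 active = inhibition above the mean plus 3 SD of all compounds in the same screening run, cut at about 4.5% in these data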;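 note: 0% = IMP-1 with DMSO and 100% = DMSO wells lacking enzyme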
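Assay system: purified IMP-1; Quantity: IMP-1 0.2 nM before substrate addition; Medium: HEPES buffer pH 7.1 with ZnSO4 and Brij 35; Incubation: 15 min enzyme–compound preincubation, then 25 min nitrocefin reaction, 25 °C; Signal: fluorescence quenching readout, ex 480/em 530 nm; Controls: DMSO with and without IMP-1; Repeats: singlicate testing.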
M18AAP inhibitor – PfM18AAP enzyme inhibition; AID 1822; recombinant PfM18AAP, H-Glu-NHMec fluorogenic cleavage; actives 1.2% (n = 290,000); inhibition, % at 7.35 µM;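 active = inhibition above the campaign mean inhibition over all tested compounds plus 3 SD, cut at about 28% in these data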;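 note: 0% = plate median of test compound wells and 100% = 2 mM ZnCl2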
p-CIP stab down – compounds decreasing mouse p/CIP protein stability; Q05BA5; F442A p/CIP-EGFP cells, EGFP fluorescence, 16 h; decrease of EGFP signal, % at 10 µM; actives 0.01% (n = 290,000); AID 1984;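 active = EGFP signal decrease of at least 30% at 10 µM or well 3 SD below plate mean, unless failing retest; inactive = the rest, including hits failing retest or dose response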; note: some compounds called inactive have numbers as strong as hits; many of its hits are not listed in these tables
IDE cell activ – activators of human insulin-degrading enzyme in cells | P14735 | HEK cells, FAbeta-B cleavage, fluorescence polarization; 0% vehicle, 100% cell-free pure enzyme wells | activation, % at 5.96 µM | actives 0.073% (n = 340,000) | AID 493087;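 active = activation above the mean of all tested compounds plus 3 SD, set per screening campaign, cut at about 17% in these data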
SUMO HTRF inh – blocks human SUMOylation mediated by UBC9; P63279; HTRF SUMOylation assay, SAE1/SAE2 + UBC9, in vitro; inhibition, % at 35 µM; actives 0.36% (n = 290,000); AID 2006; in the data active = inhibition above about 50%, passing the limit was not always enough; note: strong numbers were not always called active
Target sequence (P63279 whole entry, looked up): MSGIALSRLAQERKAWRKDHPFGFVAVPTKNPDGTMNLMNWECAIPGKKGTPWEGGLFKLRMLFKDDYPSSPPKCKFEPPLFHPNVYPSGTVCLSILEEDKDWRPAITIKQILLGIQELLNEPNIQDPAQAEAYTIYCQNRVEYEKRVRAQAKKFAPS
FID counter – fluorescent intercalator displacement, NS3 helicase counter-screen; DNA fluorescent intercalator displacement, fluorescence; inhibition, % at 7.9 µM; actives 0.17% (n = 290,000); AID 1845; in the data active = inhibition above about 37%;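 note: 0% = vehicle and 100% = reference compound; higher means more ethidium bromide displaced from hairpin DNA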
IDE inh – inhibits human insulin-degrading enzyme in HEK cells; actives 0.41% (n = 320,000); FAbetaB cleavage, fluorescence polarization; inhibition, % at 5.59 µM;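 active = percent inhibition above the average of all tested compounds plus 3 SD, set per screening campaign, cut at about 16% in these data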;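 note: IDE supplied by intact live HEK cells; FP after avidin binding of uncleaved biotin substrate so inhibition keeps polarization high; 0% = DMSO wells and 100% = 60 µM reference IDE inhibitor Ii1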
* hit, by the source's call; . = no result given.

Order of values – NS3 helicase inh	FID counter	IDE inh	VIM-2 inh	M18AAP inhibitor	SUMO HTRF inh	IMP-1 inhibitor	IDE cell activ	p-CIP stab down
1	CC(C)c1nc2ccc(Br)cn2c1NC1CCCC1
    -9	-2	8	-0.6	8	10	-2.1	-4	-4
2	Cn1c(SCc2ccccc2C#N)nc2ccccc2c1=O
    16	-22	-7	6.4	0	7	0.3	2	-7
3	O=C1CCCN2N=C(SCC(=O)N3CCCCC3)SC2=N1
    8	-5	0	-1.5	-8	27	-2.0	5	-12
4	COc1cc(/C=C2\SC(=S)N(NC(=O)c3ccccc3OC)C2=O)ccc1O
    2	10	.	-1.5	2	-3	-4.0	-68	-27
5	COc1ccc(CCNC(=O)c2ccc(CS(=O)(=O)Cc3cccc(C)c3)o2)cc1OC
    -3	-46	2	-0.3	-5	2	-2.2	1	-24
6	COc1ccc(S(=O)(=O)N2CCCC(C(=O)NCc3ccccn3)C2)cc1Cl (stereo not given)
    6	-20	-2	-3.3	-2	0	-4.4	8	-14
7	CCc1cc2cc(OC)ccc2nc1SCC(=O)Nc1cc(OC)c(OC)cc1C(=O)O
    22	-20	5	-1.4	15	9	0.7	0	-10
8	CC(=O)Nc1ccc2nc(NC(=O)COc3ccccc3)sc2c1
    4	-5	8	-4.5	0	0	-3.4	1	9
9	CCCCCCCNC(=O)CC(NS(=O)(=O)c1ccc(NC(C)=O)cc1)C(C)C (stereo not given)
    5	-21	-3	-2.2	4	0	-0.4	2	-20
10	C/C(=N\NC(=O)C1CC1(C)c1ccccc1)c1ccco1 (stereo not given)
    12	-7	-3	-4.5	-3	0	-1.6	2	-4
11	Cn1nnnc1SCC(=O)Nc1ccccc1-c1ccccc1
    3	-5	-2	-4.3	-2	-5	-2.6	2	-13
12	Cc1c(Cl)cccc1NC(=O)CNc1cccc(C(F)(F)F)c1
    -7	5	-3	-1.1	6	1	-1.7	-4	-12
13	CCOc1cc(C#N)c(NC(=O)c2ccnn2C)cc1OCC
    5	9	1	-1.9	3	4	-3.7	0	4
14	CCOC(=O)C1=C(C)N=c2s/c(=C/c3cccc(OCC(=O)O)c3)c(=O)n2C1c1ccc(F)cc1 (stereo not given)
    6	25	7	0.1	10	19	-0.3	.	-9
15	N#C/C(=C/c1ccc2c(c1)OCO2)C(=O)Nc1ccc(O)cc1
    -1	3	4	-3.3	7	-2	-2.6	3	-1
16	CC1=C(C(=O)Nc2ccccn2)C(c2ccc(Br)cc2)n2ncnc2N1 (stereo not given)
    -5	-7	-2	-2.9	18	14	-1.3	5	-6
17	CCOC(=O)C1CCCN(C(=O)c2cnn3c(C(F)F)cc(-c4ccc(C)cc4)nc23)C1 (stereo not given)
    -5	-36	-9	-0.4	-2	22	-2.3	6	3
18	Cc1ccc2nc(Cl)c(CN(Cc3cccs3)C(=O)C3CC3)cc2c1
    -1	0	0	-1.2	-14	5	-1.9	3	-4
19	N#Cc1c2n(c3c(=O)[nH]cnc13)CCCC2
    4	2	4	-1.8	2	-5	-0.2	1	4
20	Cc1nn(-c2ccccc2)c(C)c1-c1nnc(-c2c(C)nn(-c3ccccc3)c2C)o1
    -3	-7	4	-2.0	-4	7	-1.4	0	-12
21	O=C(O)c1ccc2nc(C(F)(F)F)[nH]c2c1
    0	-2	-3	0.1	-6	20	-1.6	5	9
22	C/C=C/c1ccc(OCCn2nnc3ccccc32)c(OC)c1
    -6	-32	-3	0.4	7	4	-1.8	0	-10
23	CCCCSCCCNC(=O)Nc1cccc(OC)c1
    8	-13	3	-6.1	-10	-15	-4.2	5	-3
24	c1ccc(-c2nnc(SCc3nc4ccccc4[nH]3)o2)cc1
    -3	-13	2	-2.5	4	21	-3.7	-1	-1
25	Cc1c(C(N)=O)c(-c2ccccc2)nn1-c1ccccc1
    6	-5	6	-5.5	-3	1	-4.8	3	4
26	COC(=O)c1ccccc1NC(=O)CSc1nnc(-c2cccc(NC(C)=O)c2)n1C
    -2	-21	3	-1.9	22	21	-3.6	-4	1
27	CCN1C(=O)CC(NC2CCN(C(=O)c3ccc(F)cc3)CC2)C1=O (stereo not given)
    5	-4	-3	0.9	-7	8	-1.9	4	-6
28	CCNc1cc(Nc2c(C)n(C)n(-c3ccccc3)c2=O)c([N+](=O)[O-])c2nonc12
    4	-5	1	-2.4	7	16	-2.3	1	-4
29	CCOC(=O)c1cnc(C(C)(C)C)[nH]c1=O
    -4	0	-5	-0.4	-6	11	-1.8	6	-40
30	Cc1csc2ncnc(N3CCN(C(=S)Nc4ccc(C(F)(F)F)cc4)CC3)c12
    -1	-13	9	-2.9	-3	-4	-3.1	.	-10
31	CC1(C)CC(=O)C=C(N2CCNCC2)C1
    0	-3	5	-4.3	7	-7	-1.4	3	-2
32	COc1cc(NC(=S)N2CCCC(C)C2)cc(OC)c1OC (stereo not given)
    -2	-8	2	-2.5	16	-5	-2.8	1	-7
33	O=S(=O)(c1ccc(Cl)s1)N1CCN(CCc2ccccc2)CC1
    -8	-23	-4	1.3	-9	13	-0.7	2	-10
34	Cc1ccc(C2CC2C(=O)NNC(=S)Nc2ccc(Cl)cc2)cc1 (stereo not given)
    7	-14	0	-5.1	0	-143	-4.5	-6	14
35	CCCCNC(=S)N1CCC(Cc2ccccc2)CC1
    2	-28	-7	-3.1	-9	8	-0.5	1	2
36	CCOC(=O)CC(NC(=O)c1ccco1)c1ccccc1Cl (stereo not given)
    -3	3	5	-1.3	-9	2	-3.2	4	0
37	CCCn1c(SCC(=O)c2ccc3c(c2)OCCO3)nnc1C(C)C
    -3	-18	-3	9.8*	-5	-3	-2.5	-4	2
38	CN(C(=O)CCc1nc(-c2ccccc2F)no1)c1ccccc1
    -1	-18	-3	-1.6	-4	8	-1.6	6	0
39	CC(=O)N1CCc2cc(S(=O)(=O)CCC(=O)Nc3cccc(F)c3)ccc21
    2	-4	6	-2.2	-3	-5	-2.2	2	-4
40	COc1cccc(N2C(=O)C3CCCN3C2=S)c1 (stereo not given)
    -4	-6	2	2.9	-1	18	-0.3	-2	-3

Results in sequence from the list.
Nos. 26–31 in FID counter, in turn: -21, -4, -5, 0, -13, -3
Nos. 26–31 in NS3 helicase inh, in turn: -2, 5, 4, -4, -1, 0
Nos. 26–31 in p-CIP stab down, in turn: 1, -6, -4, -40, -10, -2

The list goes on.
Order of values – NS3 helicase inh	FID counter	IDE inh	VIM-2 inh	M18AAP inhibitor	SUMO HTRF inh	IMP-1 inhibitor	IDE cell activ	p-CIP stab down
41	COc1ccccc1NC(=O)CCC(=O)N(Cc1ccc(OC)c(OC)c1)c1nccs1
    3	-24	-2	-4.0	3	8	-1.4	0	-15
42	COc1cc(C2=NOC(C(=O)NCc3cccnc3)C2)cc(OC)c1OC (stereo not given)
    -13	-5	8	1.0	-7	1	-1.9	1	6
43	Cc1cccc(C)c1NC(=O)CSc1ccc([N+](=O)[O-])cn1
    -3	2	5	-0.3	-10	-5	-0.9	5	8
44	O=C(CCSc1nnnn1-c1ccccc1)N1CCOCC1
    4	-6	2	-1.7	-7	11	-6.6	-3	-4
45	O=[n+]1cc(-c2cc3ccccc3o2)n([O-])c2c1CCCC2
    .	.	-4	.	.	0	.	2	-10
46	O=C(O)COc1ccc(NC(=O)c2cccs2)cc1
    4	0	0	-1.6	5	.	-1.1	4	.
47	NC12CC3CC(C1)CC(CC(=O)O)(C3)C2
    -16	0	3	-0.6	-10	17	-0.8	6	0
48	O=C(CC1Oc2ccccc2NC1=O)NCCCN1CCN(C2CCCCC2)CC1 (stereo not given)
    4	4	1	-1.8	-10	.	-4.1	1	.
49	Cc1ccc(NC(=O)/C(=C\c2ccco2)NC(=O)c2ccco2)cc1
    11	0	-11	-2.9	13	9	-2.2	2	2
50	C=CCNC(=O)/C(C#N)=C/c1cc(Br)ccc1OC
    -4	-2	1	-0.4	3	11	-1.7	2	-5
51	CCN(CC)c1ccc(/C=N/N2CCN(c3ccccc3OC)CC2)cc1
    -2	-31	1	-1.6	-3	4	-3.4	-1	-8
52	Cc1cc(C)n(-c2nc3ccccc3c(=O)n2OCC#N)n1
    18	-17	.	-5.5	-5	-8	-5.8	-2	-9
53	O=C(CCC(=O)NC1CCCCC1)N/N=C/c1ccncc1
    -1	-13	-6	-2.3	2	1	-1.9	-4	-10
54	CCOC(=O)C(CC)Sc1nc2c(c(=O)[nH]c(=O)n2C)n1CCc1ccccc1 (stereo not given)
    -2	-13	1	-0.7	2	-1	-1.7	0	-4
55	COc1ccc(-c2nc3ccccc3c(=O)n2O)cc1
    5	-1	5	-5.2	0	11	-4.5	1	-11
56	CCOc1ccc(S(=O)(=O)N2CCC(C(=O)NCC3CCCO3)CC2)cc1 (stereo not given)
    0	-18	0	-1.1	-3	-1	-2.3	3	-3
57	CC1CCN(S(=O)(=O)c2ccc([N+](=O)[O-])cc2)CC1
    0	-4	4	-0.7	-6	4	-2.6	4	-6
58	CCNc1nc(ON=C(C)C)nc(N(C)C)n1
    9	4	5	-3.0	1	5	-1.9	-4	-2
59	COc1ccc2c(c1)C=C([C@@H]1C[C@H]3CN(c4ccccc4)C(=O)[C@]34CCCN14)CO2
    20	-18	-6	0.2	-13	17	-0.4	3	-4
60	O=C(NNS(=O)(=O)c1ccccc1)c1ccc([N+](=O)[O-])cc1
    -6	-4	4	-1.5	29*	5	-1.9	-1	8
61	CCCCn1c(N)c(N(CCOC)C(=O)CSc2nc3ccc(C)cc3[nH]2)c(=O)[nH]c1=O
    2	-4	6	1.2	-16	10	-0.2	7	-3
62	Cc1cc(C)c(NC(=O)C2CC3CCC2C3)c(C)c1 (stereo not given)
    12	-7	0	-3.4	-10	18	-2.9	4	-8
63	COc1ccc(C(=O)NCCc2nnc(SCC(=O)Nc3ccccc3)n2C)cc1
    6	-11	5	-3.0	1	12	-1.4	1	-3
64	Cc1nn(Cc2ccc(C(=O)N3CCN(C(=O)c4ccco4)CC3)o2)c(C)c1[N+](=O)[O-]
    2	-25	2	-3.9	0	13	-0.9	6	-12
65	CC(CC(=O)O)CC1=NS(=O)(=O)c2ccccc2N1 (stereo not given)
    0	2	-9	-0.1	-5	6	-0.8	-1	0
66	O=C(ON=C1CCN(S(=O)(=O)c2ccccc2)CC1)c1ccccc1
    3	-11	-2	2.7	0	-17	-0.6	4	3
67	COc1cccc(OCCNCc2ccccc2)c1
    1	10	-2	-0.2	-6	1	2.1	1	-5
68	CCOC(=O)CSc1nc(-c2ccccc2)nc2c1oc1ccccc12
    -7	6	1	-3.6	-5	-13	-2.5	2	7
69	COc1cc2c(cc1NC(=O)COc1ccccc1OC)oc1ccccc12
    8	2	5	1.2	1	0	-3.0	4	-12
70	O=C(N/N=C/C=C/c1ccccc1)NC1CCCCC1
    -5	-26	0	-1.4	9	-3	-2.7	3	-7
71	COc1ccccc1NC(=O)CCCC(=O)OCC(F)(F)C(F)F
    3	-1	-1	-2.0	0	28	-1.2	5	0
72	O=C(NCc1ccccc1Cl)c1ccc(NC2=NC3CS(=O)(=O)CC3S2)cc1 (stereo not given)
    13	-2	2	-0.8	1	20	-2.5	5	3

Compound activity from PubChem BioAssay.
